ATXN2 expr inh – inhibitors of ATXN2 expression; 360,000 tested, 0.72% active; HEK-293 ATXN2-luciferase reporter, luminescence, 24 h; AID 1745845; Potency, µM (highest dose often 57 µM), for inactives: at the highest dose activity change, negative = inhibition, most hits filed as inhibitors; further: potency means the concentration at half of the fitted maximal effect; on the % scale 0 is the no-effect control and ±100 the full control effect; nearly all actives have a fitted effect of over 55% in size
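ATXN2-luciferase reporter cells (luciferase flanked by upstream and downstream ATXN2 gene portions) were treated 24 h at 37 °C with compounds at up to 57 uM. SteadyGlo luminescence gave expression; GF-AFC fluorescence gave viability.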
Nrf2 inh – blocks Nrf2 signaling; A549 ARE-Fluc reporter, luciferase luminescence, 18-24 h; Potency, µM (highest dose often 46 µM), inactives show at the top dose activity change, negative = inhibition, most hits filed as inhibitors; 360,000 tested, 2.1% active; AID 504444; further: potency means the concentration at half of the fitted maximal effect; on the % scale 0 is the no-effect control and ±100 the full control effect; nearly all actives have a fitted effect of over 60% in size
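Concentration-response testing used A549 ARE_Fluc cells at 5000 cells/well. Following an 18-24 h compound incubation, viability was read by fluorescence (Ex 405/Em 525) and luciferase output by luminescence.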
TGFb inhibitor – blocks TGF-b signaling; HepG2 CAGA-GFP TGF-b/SMAD3 reporter, GFP fluorescence, 18 h; TGF-beta stimulated, 500 pg/mL final; Potency, µM (top dose mostly 46.1 µM), inactives show top-dose activity, negative = inhibition, usual class: inhibitors; 410,000 tested, 1.2% active; AID 588855; further: potency means the concentration at half of the fitted maximal effect; on the % scale 0 is the no-effect control and ±100 the full control effect; nearly all actives have a fitted effect of over 65% in size
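Inhibition was scored as loss of TGF-beta-induced (500 pg/mL final, 18 hours, 37 degrees C) GFP in HEPG2 cells carrying a CAGA-GFP reporter, in DMEM with 1% FBS. Well GFP was summed per cell; Activity was normalised to unstimulated and stimulated DMSO wells, then concentration-response fitting.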
IL-1B inflam inh – blocks inflammasome-driven IL-1 beta release; THP-1 LPS/ATP IL-1B secretion, AlphaLISA, 16 h; stronger effect = lower value; activity change, % at 57.5 µM; 360,000 tested, 4.7% active; in the data active means activity change below about -50%; inconclusive means mostly about -30% to -49%; further: on the % scale 0 is the no-effect control and ±100 the full control effect
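Secreted IL-1B measured by AlphaLISA bead assay after 16 h compound exposure of THP-1 cells; compounds (final up to 57.5 uM) added 1 h before LPS (250 ng/mL) and ATP (1.25 mM) stimulation; lower signal means less secretion.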
HepG2 viability – counter-screen for TGF-b inhibitors: cytotoxicity in HepG2 cells | 410,000 tested, 0.76% active | Potency, µM (highest dose often 46.1 µM), for the others: at the highest dose activity change, negative = cytotoxicity, most hits filed as cytotoxic | HepG2 CAGA-GFP viability, ATP luminescence, 18 h; further: potency means the concentration at half of the fitted maximal effect; some results filed as inactive show a strong effect at the top dose
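HepG2 CAGA-GFP cells (1000/well, DMEM with 1% FBS) received compound, then TGF-beta at 500 pg/mL final, and were incubated 18 hours at 37 degrees C. Viability was read by CellTiter-Glo luminescence. Media-only wells were set as complete cell-killing and DMSO as no toxicity.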
MCF10A rerep – inducers of DNA re-replication in MCF 10A breast cells; AID 624296; MCF 10A DNA re-replication, Hoechst nuclear intensity, 48 h; 350,000 tested, 2.9% active; Potency, µM (highest dose often 46.1 µM), for inactives: at the top dose activity, positive = re-replication, actives largely listed as activators; further: potency means the concentration at half of the fitted maximal effect; % of control where 0% means no effect; nearly all actives have a fitted effect of over 50% in size
Nrf2 activator – activates Nrf2 signaling. Potency, µM (highest dose often 46.1 µM), for the others: top-dose activation, most hits filed as activators. AREc32 ARE-luciferase reporter (MCF7-derived line), luminescence, 24 h. 410,000 tested, 0.31% active. AID 624171; further: potency means the concentration at half of the fitted maximal effect; % of control where 0% means no effect; nearly all actives have a fitted effect of over 65% in size
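AREc32 cells carrying an ARE-driven firefly luciferase reporter were seeded at 1000 cells/well in OPTI-MEM with 5% FBS, then exposed to compound for 24 hr at 37 deg C. Luminescence was read with Steady-Glo after 30 min at RT.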
A549 tox – counter-screen for Nrf2 inhibitors: cytotoxicity in A549 cells; A549 ARE-Fluc cells, CellTiter-Fluor viability, 18-24 h; 390,000 tested, 0.16% active; Potency, µM (titrated, usually from 46 µM), without a hit: top-dose activity change, negative = cytotoxicity, actives largely listed as inhibitors; AID 504648; further: potency means the concentration at half of the fitted maximal effect; on the % scale 0 is the no-effect control and ±100 the full control effect
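Cytotoxicity counterscreen: CellTiter-Fluor fluorescence was measured in A549 ARE_Fluc cells after 18-24 h of compound exposure in a concentration series. The subsequent BugLite luminescent read reports ARE-luciferase activity.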
ATXN viability – cell viability loss in ATXN counter-screen | S2 cells (HEK-293 line with an ATXN2-luciferase reporter) viability, CellTiter-Fluor protease fluorescence, 24 h | AID 651635 | Potency, µM (highest dose often 56.7 µM), most hits filed as cytotoxic | 400,000 tested, 0.49% active; further: potency means the concentration at half of the fitted maximal effect; nearly all actives have a fitted effect of over 40% in size
An asterisk follows results filed as active; i = inactive; ? = inconclusive; nt = no result given; [ ] = another dose, or the depositor's remark. Unless noted, the call rests on the fitted dose curve; in most records, active means well fitted curve in the direction sought with a large enough effect; inconclusive means small, poorly fitted or top-dose-only effect, or another doubt; inactive means no such curve, though single readings can be large; an effect the other way counts as inactive or inconclusive.

SMILES | ATXN2 expr inh | Nrf2 inh | TGFb inhibitor | IL-1B inflam inh | HepG2 viability | MCF10A rerep | Nrf2 activator | A549 tox | ATXN viability
O=C(NCC(c1cccnc1)N1CCN(c2ccc(F)cc2)CC1)C1CCCCC1 (stereo not given) | 5% | -16% | 25% | -1 | -3% | 20% | 0.3% | 4% | i
Cc1ccccc1C(=O)NC1CCN(Cc2nnnn2Cc2ccccc2)CC1 | -6% | -22% | -23% | 5 | -1% | 6% | -0.5% | -8% | ?
Cc1ccc(NC(=O)CN(C)C(=O)c2cc(-c3cccs3)nn2-c2ccccc2)cc1 | ? | ? | ? | -52* | -8% | ? | -1.5% | -17% | i
COc1cc(C(=O)NCCNC(=O)c2ccc(C)nc2)cc(OC)c1OC | 0% | 9% | 4% | 66 | 5% | 14% | -0.2% | 10% | i
O=C(Nc1ccc(Cl)cc1)C1CCCN(c2ncnc3c2nc2n3CCCCC2)C1 (stereo not given) | ? | ? | ? | -59* | -3% | 16µM* | -2.1% | -28% | ?
COC(=O)c1ccc(NC(=O)Nc2ccc3c(c2)nc(C)n3C)cc1 | 12%[11.3 µM] | -9% | -2% | -8 | -1% | -1% | -0.6% | 2% | i
CC1=C(c2ccc(C(C)C)cc2)S(=O)(=O)N=C1N1CCC(C(=O)NCc2ccc(C)o2)CC1 | 12% | ? | -4% | nt | -3% | nt | 0.1% | 0% | i
CC(Sc1nc(-c2ccccc2)cc(=O)[nH]1)C(=O)O (stereo not given) | -5% | 6% | 3% | -7 | -8% | -1% | -0.4% | -18% | i
CC(C)(C)OC(=O)NCCCCCNC(=O)c1[nH]cnc1C(=O)N[C@@H](Cc1ccccc1)C(=O)OCc1ccccc1 | ? | -6% | ? | ? | -60% | 13µM* | 0.2% | -6% | ?
CCOC(=O)Cc1csc(NC(=O)/C=C/c2cccc(Br)c2)n1 | -23% | -8% | -16% | -21 | -13% | ? | 2.3% | -3% | i
CCCN1CCN(C(=O)CCCn2c(C)c3cnn(-c4ccccc4)c(=O)c3c2C)CC1 | -13% | 7% | 13% | -22 | -47% | 19% | 3.3% | 1% | ?
CCCN(CCC)S(=O)(=O)c1ccc(NC(=O)C2CCCO2)cc1 (stereo not given) | 4% | nt | -24% | 0 | -1% | -27% | -0.7% | 9% | i
CC(C)n1nc(C(=O)NCc2ccc3c(c2)OCO3)c2ccccc2c1=O | nt | ? | -22% | 28 | -6% | -2% | 0.8% | 8% | i
Cc1ccccc1NC(=O)c1cc(S(=O)(=O)N2CCCCC2)ccc1N1CCOCC1 | nt | nt | 1% | 12 | 0% | nt | -1.6% | nt | nt
CCc1cc(-c2cnnn2CCc2c[nH]c3ccccc23)ccc1-c1cn(CC(C)C)nn1 | -14% | nt | -17% | -11 | -40% | nt | 6.8% | nt | i
CCC1(CC)NC(=O)N(Cc2nc3ccccc3s2)C1=O | -5% | -22% | -8% | -7 | -8% | 16% | 2.6% | 1% | i
CCC(=O)NC1CC(=O)N(c2ccc3c(c2)OCCO3)C1 (stereo not given) | nt | nt | 3% | nt | -6% | nt | -1.1% | 7% | nt
Cc1c(C(=O)N(Cc2ccc(N(C)C)cc2)Cc2ccco2)oc2cc(Br)ccc12 | nt | 2% | nt | nt | 1% | nt | 0.8% | 13% | nt
O=C(CS(=O)(=O)c1ccccc1)N(CCCN1CCOCC1)c1nc2c(F)cccc2s1 | 10% | 11% | 0% | -5 | 7% | 5% | 4.5% | 2% | i
CC(=O)NCCc1cc2ccc(C)cc2[nH]c1=O | 21% | -20% | 1% | 21 | 5% | -3% | 0.4% | -6% | i
O=C(NCCn1cccn1)C1CCC(=O)N(CCc2ccc(Cl)cc2)C1 (stereo not given) | -7% | 3% | 3% | 7 | -11% | -2% | -0.5% | 10% | i
O=C(CN1C(=O)NC2(CCCC2)C1=O)OCCOc1cccc(Br)c1 | -2% | 6% | -9% | -60* | -5% | -3% | 0.4% | -1% | i
O=C(Cc1cccs1)Nc1ccc(F)c(F)c1 | 16% | 3% | 2% | 2 | 14% | -5% | 2.5% | -1% | i
CCn1nc(NC(=O)CC(C)C)c2cc3ccc(C)cc3nc21 | nt | 0% | -11% | 2 | -4% | ? | 0.6% | 0% | i
CCC(=O)NNC(=O)CSc1nnc(-c2ccccc2)c(-c2ccccc2)n1 | -16% | -1% | 2% | 7 | 7% | 1% | -0.2% | 0% | i
CCC(NC(=O)C1CCC1)c1ccccc1 (stereo not given) | 0% | 6% | -23% | 17 | -3% | 2% | 0.4% | -4% | i
CCOc1ccccc1C(=O)NCC(=O)NCCCSc1ccccc1 | -5% | -12% | -5% | -21 | -1% | -7% | -0.5% | 0% | i
COc1cc(OC)c(C(=O)NC2CCCc3ccccc32)cc1OC (stereo not given) | 27% | -11% | ? | 14 | -49% | ? | 1.9% | -6% | i
COc1ccccc1CNCC(=O)Nc1ccc(N(C)C)cc1 | nt | ? | -2% | 8 | -30% | 0% | 16% | -3% | i
[N-]=[N+]=NC(c1ccccc1)C(NC(=O)c1cc(C(F)(F)F)cc(C(F)(F)F)c1)c1ccccc1 (stereo not given) | -14% | nt | nt | 12 | nt | nt | 2.8% | nt | ?
COC(C/C=C/C(=O)[C@@H](C)OCc1ccccc1)OC | ? | 4% | ? | -95* | 1% | 18µM* | ? | 3% | ?
O=C(Cc1ccccc1)Nc1sc2c(c1C(=O)Nc1cccc(Cl)c1)CCCCC2 | -6% | 11% | ? | nt | -31% | nt | 0.3% | 0% | i
Cc1ccc(NS(=O)(=O)c2ccc(CCC(=O)NC3CC3)cc2)cc1 | -13% | ? | -7% | 21 | -13% | 22% | -0.8% | -1% | i
O=C(Cn1c(=O)c2cc(Cl)ccc2n2nncc12)Nc1ccccc1 | 5% | 3% | 0% | nt | -4% | nt | -0.1% | -4% | i
O=C(NC1CCCCC1)c1ccc(CS(=O)(=O)Cc2ccccc2F)o1 | 5% | 6% | 12% | -7 | -5% | 8% | -0.1% | 12% | i
COc1ccc(Nc2nccc(-c3ccc(C#N)cc3)n2)cc1 | -13% | 2% | 0% | ? | -22% | 1% | 5.1% | -7% | i

Molecules shown so far that contain fluorine:
SMILES | ATXN2 expr inh | Nrf2 inh | TGFb inhibitor | IL-1B inflam inh | HepG2 viability | MCF10A rerep | Nrf2 activator | A549 tox | ATXN viability
O=C(NCC(c1cccnc1)N1CCN(c2ccc(F)cc2)CC1)C1CCCCC1 (stereo not given) | 5% | -16% | 25% | -1 | -3% | 20% | 0.3% | 4% | i
O=C(CS(=O)(=O)c1ccccc1)N(CCCN1CCOCC1)c1nc2c(F)cccc2s1 | 10% | 11% | 0% | -5 | 7% | 5% | 4.5% | 2% | i
O=C(Cc1cccs1)Nc1ccc(F)c(F)c1 | 16% | 3% | 2% | 2 | 14% | -5% | 2.5% | -1% | i
[N-]=[N+]=NC(c1ccccc1)C(NC(=O)c1cc(C(F)(F)F)cc(C(F)(F)F)c1)c1ccccc1 (stereo not given) | -14% | nt | nt | 12 | nt | nt | 2.8% | nt | ?
O=C(NC1CCCCC1)c1ccc(CS(=O)(=O)Cc2ccccc2F)o1 | 5% | 6% | 12% | -7 | -5% | 8% | -0.1% | 12% | i

Further records.
SMILES | ATXN2 expr inh | Nrf2 inh | TGFb inhibitor | IL-1B inflam inh | HepG2 viability | MCF10A rerep | Nrf2 activator | A549 tox | ATXN viability
CC(=O)/C(CN1CCCCC1)=N\O | -11% | 15% | 1% | 6 | 5% | ? | 0.3% | -6% | i
Cc1ccc(S(=O)(=O)N2C[C@@H]3CCCC[C@@H]3[C@@H](C)[C@H]2CC(=O)c2ccccc2)cc1 | 7% | -2% | -7% | 7 | -4% | 12% | -0.7% | 0% | i
Cn1c(-c2cc(Br)ccc2O)n[nH]c1=S | 0% | 0% | 20% | ? | -3% | ? | 0.6% | 6% | i
CCCCNC(=O)CCCN1C(=O)c2ccccc2Sc2ncccc21 | nt | 16% | -4% | nt | -10% | nt | 0.5% | 1% | nt
Cn1cc(C(=O)N2CCc3ccccc3C2)c(=O)c2cc(S(=O)(=O)N3CCOCC3)ccc21 | 3% | 28% | 10% | 20 | 4% | -2% | 0.2% | 1% | i
CC(C)(C)OC(=O)N1CCC(c2c(C(=O)NC3CCCCC3)cnn2-c2cccc(Cl)c2)CC1 | nt | ? | 18µM* | nt | 4% | nt | -0.9% | -10% | nt
Cc1ccnc(S(=O)(=O)Cc2ccc([N+](=O)[O-])cc2)n1 | nt | ? | 8% | 2 | -2% | -4% | 13µM* | -7% | i
NC(c1ccncc1)c1ccc(Cl)cc1 (stereo not given) | nt | nt | 0% | 4 | 0% | nt | 0.2% | nt | i
CC(C)CN(C(=O)COC(=O)CCSc1ccc(Cl)cc1)c1c(N)n(Cc2ccccc2)c(=O)[nH]c1=O | nt | nt | -2% | 2 | 9% | nt | -2.0% | nt | ?
COCCN(C(=O)COC(=O)CCC1CCCCC1)c1c(N)n(Cc2ccccc2)c(=O)[nH]c1=O | nt | nt | -5% | 6 | 12% | nt | -1.0% | nt | i
O=C(c1ccccc1Oc1ccccc1)N1CCN(c2ccccc2F)CC1 | -7% | nt | 7% | -12 | -4% | -4% | -0.3% | -2% | i
Cc1occc1C(=O)Nc1ccc(Br)cc1F | 52%[activator] | ? | -3% | -7 | -10% | 10% | 9.5% | 9% | i

Some of these compounds in order of molecular weight, smallest number first:
SMILES | ATXN2 expr inh | Nrf2 inh | TGFb inhibitor | IL-1B inflam inh | HepG2 viability | MCF10A rerep | Nrf2 activator | A549 tox | ATXN viability
CC(=O)/C(CN1CCCCC1)=N\O | -11% | 15% | 1% | 6 | 5% | ? | 0.3% | -6% | i
O=C(c1ccccc1Oc1ccccc1)N1CCN(c2ccccc2F)CC1 | -7% | nt | 7% | -12 | -4% | -4% | -0.3% | -2% | i
COCCN(C(=O)COC(=O)CCC1CCCCC1)c1c(N)n(Cc2ccccc2)c(=O)[nH]c1=O | nt | nt | -5% | 6 | 12% | nt | -1.0% | nt | i
